Source: PubChem
GPR35 antagonists: GPR35 antagonists blocking zaprinast-driven arrestin recruitment, primary screen, imaging, U2OS, beta-arrestin-GFP, zaprinast agonist (AID 2058); U2OS GPR35 beta-arrestin-GFP translocation imaging, zaprinast antagonism; higher % means a stronger effect; inhibition, % at 10 µM; hits with a dose series show IC50 in µM; 290,000 tested, 0.052% active;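 active = inhibition of at least 50% with at least 30 cells and total cytoplasm GFP at most 10,000,000; inconclusive = under 30 cells or total GFP of 10,000,000 plus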
ER stress rescue: rescue of cells from ER stress-induced death, primary screen, 384-well, CSM14.1, thapsigargin, ATP luminescence (AID 1222) | 190,000 tested, under 10 active | CSM14.1 thapsigargin-induced death rescue, ATP luminescence; higher % means a stronger effect | one-dose cellular ATP content (survival), % at 20 µM; EC50 in µM for titrated hits;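 active = EC50 below 50 µM in the dose-response confirmation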;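 note: death triggered by thapsigargin at about 15 µM added after 2 h compound pretreatment; cell ATP read after overnight thapsigargin exposure of roughly 18 to 22 hours; normalized against plate controls of thapsigargin alone and 5% DMSO vehicle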
Large T inhibition: SV40 large T antigen inhibitors, biochemical (AID 1903) | 310,000 tested, 0.39% active | SV40 large T antigen ATPase/helicase inhibition assay; higher % means a stronger effect | inhibition, % at 20 µM, or IC50 in µM where a hit was titrated; in the data active = a potency from the dose series; inconclusive = inhibition mostly from about 32% at the one dose, without a potency; inactive = the rest, 99 in 100 with inhibition below about 32%; note: strong numbers were not always called active
West Nile virus CPE: West Nile virus antiviral activity, cell-based, CPE readout (AID 1621) | West Nile virus-infected cells, CPE inhibition; higher % means a stronger effect | CPE inhibition, % at 10 µM; hits with a dose series show IC50 in µM | 290,000 tested, 0.02% active; in the data active = a potency from the dose series; inconclusive = CPE inhibition mostly from about 3.7% at the one dose, without a potency; inactive = the rest, 99 in 100 with CPE inhibition below about 2.2%; note: strong numbers were not always called active
RSV CPE inhibition: RSV antiviral activity via CPE protection, HEp-2 cells, primary 10 µM value included (AID 2391); 310,000 tested, 0.13% active; HEp-2 cells, RSV-induced CPE inhibition; higher % means a stronger effect; CPE inhibition, % at 10 µM; hits with a dose series show IC50 in µM; in the data active = a potency from the dose series; inconclusive = CPE inhibition mostly from about 23% at the one dose, without a potency; inactive = the rest, 99 in 100 with CPE inhibition below about 21%; note: strong numbers were not always called active
Salmonella PhoP GFP: inhibitors of PhoP regulon expression, primary screen, Salmonella Typhimurium, GFP reporter (AID 1863); S. Typhimurium PhoP-regulated promoter GFP reporter, 4 h; higher % means a stronger effect; inhibition, % at 50 µM, or IC50 in µM where a hit was titrated; 300,000 tested, 0.16% active;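 active = inhibition over 29.93%, a cutoff 3 SD above the screen mean, later confirmed by dose response; inconclusive = inhibition over 29.93% but no dose response follow-up; inactive = inhibition at most 29.93% or unconfirmed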;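 note: 0% = low Mg2+ inducing control and 100% = high Mg2+ repressing control; strong numbers were not always called active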
LYP inhibition: inhibitors of LYP phosphatase, biochemical, fluorescence intensity, uHTS (AID 1779) | recombinant LYP phosphatase, fluorescence intensity; higher % means a stronger effect | inhibition, % at 11.5 µM, or IC50 in µM where a hit was titrated | 290,000 tested, 0.054% active; in the data active = inhibition above about 50%;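 note: plate controls were vehicle with enzyme for no effect and no enzyme for full effect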
NS5 inhibitors: Dengue-2 NS5 methyltransferase inhibitors, primary screen, biochemical, confirmation dose response (AID 588689). inhibition, % at 25 µM, or IC50 in µM where a hit was titrated. 340,000 tested, 0.3% active. Dengue-2 NS5 methyltransferase capping enzyme assay, biochemical; higher % means a stronger effect; in the data active = a potency from the dose series; inconclusive = inhibition above about 29% without an active follow-up result
MgcRacGAP inhibition: MgcRacGAP GTPase-activating activity inhibitors, confirmation, biochemical, ADP Hunter fluorescence; MgcRacGAP-stimulated Rac1 GTP hydrolysis, ADP Hunter fluorescence; higher % means a stronger effect; GST-tagged Rac1 F28L mutant substrate; one-dose inhibition, % at 30 µM; IC50 in µM for titrated hits; 340,000 tested, 0.6% active;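 active = first-screen hits whose inhibition reached a set limit at any dose in the follow-up dose series; inconclusive = inhibition above the set first-screen limit but never retested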;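 note: fluorescence reports GDP produced by GAP-driven GTP hydrolysis; strong numbers were not always called active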
NS5 inhibitors pilot replicate: recorded beside NS5 inhibitors, whose call it bears; inhibition, %; measured here: pilot screen replicate inhibition
* marks the source's active call; other numbers are inactive results; u = inconclusive; x = not tested or not shown.

SMILES	GPR35 antagonists	ER stress rescue	Large T inhibition	West Nile virus CPE	RSV CPE inhibition	Salmonella PhoP GFP	LYP inhibition	NS5 inhibitors	MgcRacGAP inhibition	others
c1ccc(CSc2ccc(-c3cccnc3)nn2)cc1	11%	-1.8%	6%	0.0%	-1.5%	4%	-6%	-5%	3%
Cc1ccc2cc(COC(=O)c3cccc([N+](=O)[O-])c3)c(=O)[nH]c2c1	-11%	x	8%	-0.1%	1.6%	-6%	-6%	1%	3%
COc1ccc(C2CC(c3ccccc3)=NN2C(=O)CN2CCN(Cc3ccccc3)CC2)cc1 (centres undefined)	-2%	-0.7%	-2%	-0.9%	4.9%	2%	-6%	-8%	-1%
CCc1ccc(NC(=O)CS(=O)CC(=O)NCCCc2ccccc2)cc1 (centres undefined)	14%	-0.5%	8%	-0.7%	-1.3%	1%	-10%	0%	-3%
CSc1ccccc1OCc1cc(C(=O)N2C[C@H]3CC[C@H]2C3)no1	4%	x	18%	-1.8%	16%	11%	-10%	0%	5%
O=S(=O)(NCCc1csc(-c2ccc(C(F)(F)F)cc2)n1)c1ccc2c(c1)OCCO2	-13%	-0.5%	3%	-0.5%	14%	-5%	7%	1%	3%
O=C(Nc1ccnn1C1CCN(C(=O)c2c(F)cccc2F)CC1)C1CC1	-12%	x	14%	-0.5%	1.5%	-2%	-6%	2%	9%
Cc1cccc(NS(=O)(=O)c2ccc(C(=O)NCC3(N4CCCCC4)CCCCC3)cc2)c1C	x	x	13%	x	2.5%	5%	x	2%	-5%
Cc1cccc(NC(=O)C23CCC(C)(C(=O)O2)C3(C)C)c1 (centres undefined)	7%	-1.8%	1%	-0.8%	3.0%	-5%	-4%	1%	8%
CC(O)CN(CCC(N)=O)CCC(N)=O (centres undefined)	-6%	-5.5%	3%	1.0%	0.6%	3%	-2%	-2%	16%
O=C(CSc1ccc2nnc(-c3ccccc3)n2n1)NCc1ccc2c(c1)OCO2	9%	-1.6%	-1%	x	2.3%	1%	-5%	-5%	7%
CC(C)COP(=O)(OCC(C)C)C(Nc1ccccc1)c1ccccc1 (centres undefined)	-6%	x	16%	-0.3%	2.5%	-11%	4%	-12%	-4%

Two compounds picked at random from the list so far, as already listed:
SMILES	GPR35 antagonists	ER stress rescue	Large T inhibition	West Nile virus CPE	RSV CPE inhibition	Salmonella PhoP GFP	LYP inhibition	NS5 inhibitors	MgcRacGAP inhibition	others
Cc1ccc2cc(COC(=O)c3cccc([N+](=O)[O-])c3)c(=O)[nH]c2c1	-11%	x	8%	-0.1%	1.6%	-6%	-6%	1%	3%
Cc1cccc(NC(=O)C23CCC(C)(C(=O)O2)C3(C)C)c1 (centres undefined)	7%	-1.8%	1%	-0.8%	3.0%	-5%	-4%	1%	8%

Following part:
SMILES	GPR35 antagonists	ER stress rescue	Large T inhibition	West Nile virus CPE	RSV CPE inhibition	Salmonella PhoP GFP	LYP inhibition	NS5 inhibitors	MgcRacGAP inhibition	others
Cc1ccc(C)c(S(=O)(=O)N2CCCCC2CCNC(=O)C(=O)NCc2ccccc2)c1 (centres undefined)	x	x	7%	x	2.9%	0%	x	-1%	3%
OC(C#CCN1CCCC1)(c1ccccc1)c1cccnc1 (centres undefined)	71%	x	9%	-0.3%	0.1%	-4%	-5%	x	x
CCc1c(C(=O)N/N=C/c2ccco2)nnn1-c1nonc1N	3%	x	12%	0.2%	0.9%	-5%	5%	-8%	4%
Oc1c(N=Nc2ccccn2)ccc2ccccc12	14%	-2.0%	7%	u	-0.6%	6%	-2%	-2%	3%
C=CCn1c(SCC(C)=O)nnc1-c1cc(-c2ccccc2)sc1N	-9%	4.2%	14%	0.4%	u	1%	0%	-3%	29µM*	NS5 inhibitors pilot replicate=1.2
COc1ccc(-c2nnn(CC(=O)N(CCCN3CCOCC3)C(C(=O)NC3CCCC3)c3ccco3)n2)cc1 (centres undefined)	17%	0.7%	x	-1.0%	-2.3%	x	-11%	-7%	4%
COc1cc(/C=N/O)ccc1OCc1ccc(C(=O)O)cc1	-4%	-6.7%	1%	0.3%	0.8%	-5%	-4%	-8%	6%
O=C(Nc1cccc(-c2cn3ccsc3n2)c1)c1ccccc1	1%	x	3%	1.0%	8.4%	-8%	4%	0%	11%
COC(=O)NC1c2ccccc2Oc2ccccc21	-2%	x	-1%	-0.4%	0.2%	-2%	-8%	0%	13%
COc1ccc(Cc2nnc(SCC(=O)c3ccc4c(c3)OCO4)o2)cc1	x	x	10%	x	2.1%	-10%	x	-10%	3%
CCOCCCNC(=O)Cn1cnc2c(cnn2-c2ccc(C)c(C)c2)c1=O	0%	x	4%	-1.3%	2.4%	2%	-6%	-3%	5%
COc1cc(CNn2c(C)n[nH]c2=S)cc(Br)c1OCc1ccc(F)cc1	-5%	-0.8%	9%	-1.6%	u	-4%	2%	1%	0%
Cc1ccc2c(CN3CCOCC3)cc(=O)oc2c1C	2%	x	-6%	0.2%	0.4%	9%	-7%	1%	4%
COc1ccc2cc(C(c3nnnn3Cc3ccc(F)cc3)N3CCCCCC3)c(=O)[nH]c2c1 (centres undefined)	-19%	-0.2%	19%	0.5%	-0.8%	8%	-4%	-5%	8%
COC(=O)c1sccc1NC(=O)c1ccncc1	14%	-1.1%	21%	-0.1%	1.3%	0%	-7%	-9%	8%
COCCNC(=O)C(c1ccc(F)cc1)N(Cc1cccs1)C(=O)CCC(=O)Nc1ccccn1 (centres undefined)	6%	x	14%	-0.7%	1.0%	-4%	-3%	1%	4%
O=C(c1ccccc1)c1ccc(OC(=O)C2CCCCC2)cc1	-7%	x	3%	-0.1%	0.7%	7%	-5%	-1%	12%
c1ccc(CC2CCN(C(c3cccs3)c3nnnn3C3CCCC3)CC2)cc1 (centres undefined)	1%	x	2%	-1.0%	u	-7%	6%	0%	6%
CCN(CC)CCN1C(=O)C(=O)/C(=C(/O)c2ccc(F)cc2)C1c1cccnc1 (centres undefined)	11%	-1.0%	17%	-0.2%	-0.6%	3%	0%	3%	12%
CC1=NN(C(N)=S)C(=O)C1N=Nc1c(C)cc(C)cc1C (centres undefined)	-4%	-1.1%	14%	0.4%	-0.6%	-17%	2%	-2%	4%
COc1ccc(NC(=O)C2=Cc3cccc(OC)c3OC2)cc1	-17%	-1.6%	-3%	-0.4%	u	-10%	-3%	-10%	6%
Cc1csc(NC(=O)CSc2ncnc3c2cnn3-c2ccccc2Cl)n1	-12%	1.5%	1%	0.9%	0.3%	-2%	4%	-5%	11%
Oc1ccc(-c2nccc(-c3ccc(Cl)cc3)n2)cc1	3%	-0.4%	18%	0.0%	16%	3%	3%	2%	13%
O=C(NCc1ccccc1)c1ccccc1CO	19%	-5.0%	4%	0.7%	2.3%	-14%	-7%	-10%	-10%
N/C(=N\OC(=O)CCC1CCCCC1)c1cccc([N+](=O)[O-])c1	9%	0.9%	-1%	-0.7%	0.3%	-2%	-5%	-2%	3%	NS5 inhibitors pilot replicate=1.8
CN(CCNC(=O)c1cc2c(=O)n(C)c3ccccc3c2n1C)Cc1ccccc1	-5%	-5.0%	-2%	0.1%	-3.2%	6%	-8%	2%	12%
Cc1cc(C)nc(NS(=O)(=O)c2ccc(NC(=S)NC(=O)c3cccnc3)cc2)n1	20%	-0.2%	-3%	-0.5%	-1.4%	11%	-6%	-4%	5%
CSC1=NCCN1S(=O)(=O)c1ccc(NC(C)=O)cc1	-12%	3.2%	9%	0.0%	0.6%	-2%	-9%	-3%	11%
Cc1occc1C(=O)Nc1cc(=O)n(C)c(=O)n1C	-4%	0.5%	3%	0.0%	1.4%	4%	-8%	u	4%
COCCn1c(=NC(=O)CSCC(=O)N2CCOCC2)sc2ccccc21	19%	x	14%	-0.9%	1.2%	-6%	-5%	1%	3%
CCOC(=O)c1cnc(SC2CCc3ccccc3C2=O)nc1N (centres undefined)	-1%	0.6%	0%	-0.2%	4.2%	-8%	-8%	18%	8%
CCN(CC(=O)NCc1ccncc1)S(=O)(=O)c1cc(Cl)ccc1Cl	17%	x	8%	-0.8%	2.1%	3%	-12%	6%	3%
CCOC(=O)C1=C(C)N=C2SC(CC)C(=O)N2C1c1cccc(F)c1 (centres undefined)	19%	-3.3%	3%	-0.4%	0.0%	7%	3%	2%	10%
COc1ccc(Cl)cc1NC(=O)C(OC)c1ccccc1 (centres undefined)	22%	-1.5%	5%	-0.9%	-0.9%	2%	-6%	-1%	3%
COC(=O)CSc1nnc(-c2ccc(S(=O)(=O)N3CCCC3)cc2)n1C	4%	-1.1%	-2%	-0.7%	1.4%	1%	-1%	-4%	3%
CCCC(=O)c1ccc(N2CCOCC2)c(F)c1	-1%	-0.8%	5%	0.0%	2.5%	2%	-8%	-14%	3%
Cc1c(CCCN)c2ccccc2n1Cc1ccccc1	3%	-3.2%	13%	-0.1%	-1.0%	2%	-15%	-3%	6%
Cc1cccc(OCc2nc(C)cc(=O)[nH]2)c1	0%	0.0%	13%	-0.1%	x	9%	-3%	-1%	7%
O=C(NCc1ccco1)c1ccc(COCC(F)(F)C(F)F)cc1	-3%	1.0%	3%	0.2%	0.2%	-16%	-3%	-3%	-5%
COc1ccccc1NC(=O)c1coc(=O)c(Br)c1	3%	x	18%	0.0%	x	-5%	-7%	x	x
CCOC(=O)c1c(C)n(C)c2ccc(OCC(O)CNCCc3ccccc3)cc12 (centres undefined)	9%	x	1%	-1.4%	3.8%	5%	-3%	-5%	7%
O=C(Cc1cccc2ccccc12)Nc1ccc(O)cc1C(=O)O	6%	x	17%	-0.1%	2.4%	-4%	-3%	4%	11%	NS5 inhibitors pilot replicate=-5.2
C=CCn1c(SCCCc2ccccc2)nc2c1c(=O)[nH]c(=O)n2C	10%	x	5%	x	6.2%	8%	-6%	4%	1%
NC(=O)c1ccc(N2CCOCC2)nc1	10%	0.5%	8%	0.8%	0.2%	-2%	-10%	-5%	3%
C/C(CC(=O)Nc1cc(C)ccn1)=N\NC(=O)c1ccc(C)cc1	5%	0.6%	6%	-0.1%	2.5%	-1%	-1%	5%	-7%
CCOC(=O)c1c(C)[nH]c2cc(Br)c(OC)cc12	15%	-2.5%	-5%	-0.1%	7.7%	12%	-3%	-6%	3%
Cc1cccc(NS(=O)(=O)c2c(C)noc2C)c1	-2%	0.5%	-1%	0.6%	1.2%	-2%	-7%	x	9%
O=C(N/N=C/c1ccco1)c1cc(Br)ccc1OCc1ccccc1	7%	-1.1%	3%	-0.2%	9.1%	8%	4%	2%	14%
CN(C)CCCOc1ccc(C(C)(C)c2ccccc2)cc1	-11%	0.6%	2%	-1.0%	7.6%	-3%	-17%	-2%	14%
Nc1ncc2c(n1)-c1cc(Cl)ccc1SC2	-2%	-1.7%	11%	-0.6%	4.0%	0%	6%	-2%	2%
O=C(CN(Cc1ccco1)C(=O)CNS(=O)(=O)c1ccc(Cl)cc1)NCC1CCCO1 (centres undefined)	-4%	x	27%	0.3%	-0.6%	-1%	-10%	0%	8%
